TNAP inh no acc: TNAP (human) inhibition, acceptor-free conditions; P05186; purified TNAP, CDP-star luminescence, 30 min; inhibition, % at 20 µM; 0.26% of 200,000 active; AID 1012;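 active = tissue-nonspecific alkaline phosphatase inhibition above about 50% at 20 µM in the single-dose screen, limit read from the data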;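 note: 0% = DMSO negative control and 100% = EDTA positive control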
Target sequence (P05186 whole entry, looked up): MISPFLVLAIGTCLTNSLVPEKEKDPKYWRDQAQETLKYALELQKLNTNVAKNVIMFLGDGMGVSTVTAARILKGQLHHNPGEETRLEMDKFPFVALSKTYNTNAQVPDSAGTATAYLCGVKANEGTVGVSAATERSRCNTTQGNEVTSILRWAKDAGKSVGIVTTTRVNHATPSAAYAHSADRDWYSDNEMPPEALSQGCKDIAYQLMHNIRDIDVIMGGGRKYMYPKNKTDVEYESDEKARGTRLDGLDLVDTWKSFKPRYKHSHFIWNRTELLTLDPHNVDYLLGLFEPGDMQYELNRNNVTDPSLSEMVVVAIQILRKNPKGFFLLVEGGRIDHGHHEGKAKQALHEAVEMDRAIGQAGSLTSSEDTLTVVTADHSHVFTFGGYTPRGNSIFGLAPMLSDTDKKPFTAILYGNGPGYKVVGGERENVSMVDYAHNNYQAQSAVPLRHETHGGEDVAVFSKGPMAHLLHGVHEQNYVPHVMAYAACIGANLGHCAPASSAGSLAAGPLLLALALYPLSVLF
TNAP inh hiacc: TNAP (human) inhibition, high acceptor | 0.03% of 200,000 active | inhibition, % at 20 µM | purified TNAP, CDP-star luminescence, 1 M DEA | AID 1135;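 active = over 50% inhibition of tissue-nonspecific alkaline phosphatase at 20 µM in the single-dose screen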;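 note: plate controls were DMSO wells for no effect and EDTA-quenched wells as full inhibition for full effect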
bIAP act: increases bovine intestinal alkaline phosphatase activity. 0.17% of 200,000 active. activation factor at 20 µM. AID 1016. purified bovine IAP, CDP-star luminescence, 30 min; stronger effect = higher value; fold of DMSO-control signal, blank-subtracted;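 active = activation factor of 2 or more at 20 µM, a signal rise over negative controls twice the positive control's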
PPARg SRC1 recr: PPARgamma-driven SRC-1 recruitment agonism | activation, % at 8 µM | P37231 | AID 631 | 0.41% of 200,000 active | PPARgamma-SRC-1 coactivator recruitment biochemical assay; in the data active = activation above about 19%;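 note: 0% = DMSO and 100% = reference agonist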
Target sequence (P37231 whole entry, looked up): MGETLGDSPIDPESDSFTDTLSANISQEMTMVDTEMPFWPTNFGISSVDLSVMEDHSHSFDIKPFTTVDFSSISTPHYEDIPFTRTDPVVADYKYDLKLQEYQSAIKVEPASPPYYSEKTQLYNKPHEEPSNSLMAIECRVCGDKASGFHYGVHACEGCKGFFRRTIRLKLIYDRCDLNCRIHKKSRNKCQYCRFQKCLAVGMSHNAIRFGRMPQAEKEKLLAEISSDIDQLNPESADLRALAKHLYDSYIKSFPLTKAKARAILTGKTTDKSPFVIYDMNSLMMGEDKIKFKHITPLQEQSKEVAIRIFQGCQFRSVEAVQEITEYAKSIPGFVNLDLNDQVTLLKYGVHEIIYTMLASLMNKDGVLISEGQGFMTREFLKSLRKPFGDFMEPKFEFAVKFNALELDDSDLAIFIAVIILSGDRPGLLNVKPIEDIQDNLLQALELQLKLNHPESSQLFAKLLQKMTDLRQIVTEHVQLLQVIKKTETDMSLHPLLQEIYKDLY
bIAP inh: intestinal alkaline phosphatase (bovine) inhibition; purified bovine IAP, CDP-star luminescence, 30 min; inhibition, % at 20 µM; 190,000 tested, under 10 active;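 active = over 50% inhibition of intestinal alkaline phosphatase at 20 µM in the single-dose screen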
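test system = bovine IAP enzyme | medium = DEA buffer 100 mM, pH 9.8, with MgCl2 1.0 mM, ZnCl2 0.02 mM | detection = luminescence | dosing = single compound dose of 20 µM, 2% DMSO final | incubation = 30 min reaction at room temperature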
TR-FRET SRC-2 ct: flags TR-FRET format artefacts in PPARgamma SRC-2 recruitment agonist screen. TR-FRET artefact counter-screen; stronger effect = higher value. 0.4% of 200,000 active. TR-FRET ratio at 8 µM. AID 1049; in the data active = TR-FRET ratio above about 2000; note: inactives centre near 1500
Efa HMGR inh: inhibitors of class II HMG-CoA reductase from Enterococcus faecalis | AID 1066 | purified E. faecalis HMGR, NADPH absorbance 340 nm kinetic | inhibition, % at 10 µM | 0.41% of 190,000 active;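 active = inhibition above a set limit, the median over all tested compounds plus 3 SD, cut at about 9.5% in these data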;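 note: enzyme runs in reverse so mevalonate oxidation gives rising NADPH absorbance; 0% = complete reaction with DMSO and 100% = background rate lacking mevalonate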
PPARg SRC2 recr: agonists of SRC-2 recruitment by human PPARgamma | 0.34% of 200,000 active | activation, % at 8 µM | P37231 | PPARgamma LBD-SRC-2 recruitment, biochemical; in the data active = activation above about 22%;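 note: 0% = vehicle and 100% = reference agonist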
TNAP act hiacc: activators of human TNAP at high phosphate acceptor concentration; 200,000 tested, under 10 active; purified TNAP, CDP-star luminescence, 1 M DEA, 30 min; stronger effect = higher value; 0 = EDTA background, 1 = DMSO-only activity; activation factor at 20 µM; P05186;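 active = activation factor at least 2 at 20 µM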
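system = human TNAP | amount = enzyme diluted 1/800 final | reagent = 100 µM CDP-star substrate | signal = luminescent substrate turnover signal | dosing = one dose, 20 µM | benchmarks = EDTA negative control, DMSO positive control | measure = activation factor | timing = 30 min reaction, room temperature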
PPARg SRC-3 ag: promotes SRC-3 coactivator recruitment by human PPARgamma. P37231. biochemical PPARgamma/SRC-3 coactivator recruitment assay. activation, % at 8 µM. 0.26% of 200,000 active; in the data active = activation above about 23%;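 note: 0% = DMSO and 100% = reference agonist; some compounds past the cut are filed as inactive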
Active calls of the source: *; / = not tested or not shown.

SMILES	TNAP inh no acc	TNAP inh hiacc	bIAP act	PPARg SRC1 recr	bIAP inh	TR-FRET SRC-2 ct	Efa HMGR inh	PPARg SRC2 recr	TNAP act hiacc	PPARg SRC-3 ag
CCCC(=O)Nc1nnc(SCC(=O)NCc2cccs2)s1	-6.4	-4.3	1.1	5.0	-6.1	1514	-5.4	2.9	1	13.9
Cc1nc(NC(=O)C2CCCCC2)sc1C	-11.0	-2.5	1	-0.7	2.6	1353	4.2	-7.0	1	-4.7
O=C(CN1C(=O)NC2(CCc3ccccc32)C1=O)Nc1ccc(N2CCOCC2)cc1 (stereo not drawn)	-23.2	-6.4	1	2.3	-1.0	1339	0.0	-4.8	1.1	-3.4
CCCCCOC(=O)NCC(O)c1ccccc1 (stereo not drawn)	-14.3	-5.6	1	8.9	0.5	1643	-5.5	1.3	1.1	2.7
COc1cccc2cc(C(C)N(CCCN3CCOCC3)C(=S)Nc3cc(C)ccc3C)oc12 (stereo not drawn)	-8.2	-1.0	1	5.5	-0.7	1676	-1.8	3.5	1	-1.1
CCCCc1c(O)nc(SCC(=O)NC(C)(C)C)n(-c2ccccc2C)c1=O	-10.2	-2.3	1	-4.9	3.2	1409	2.0	-0.7	1	-17.4
COc1c(Cl)cc(Cl)cc1CNc1ccc(S(N)(=O)=O)cc1	-3.6	0.9	0.9	0.2	5.4	1636	-1.3	-3.1	1	-2.2
O=C(CSc1nc(-c2ccco2)cc(C(F)(F)F)n1)NCCCN1CCOCC1	-14.0	-8.9	1	4.7	-1.1	1561	1.4	0.2	1.1	1.1
CC1=C(C(=O)NCc2ccccc2)C(c2ccccc2OCC(N)=O)NC(=O)N1 (stereo not drawn)	-9.8	-1.4	0.9	-4.9	8.9	1396	-5.3	-4.0	1	-5.1
COCC(=O)OCC(=O)c1cc(C)n(-c2ccc(Br)cc2)c1C	-14.9	-4.2	1.2	3.7	-17.9	1559	-5.9	8.6	1	2.7
Clc1nc(Nc2ccc(N3CCOCC3)cc2)c2ccccc2n1	-4.8	-5.8	1.2	9.8	-19.0	1781	-4.6	1.3	1.1	4.3
Cc1ccc(NC(=O)CN2CCN(c3ccccn3)CC2)cc1S(=O)(=O)N(C)C	-11.6	-5.7	1.1	0.5	-5.8	1523	-1.7	-12.7	1.1	-0.3
CC(=O)Nc1ccc(CN2CCC(CO)(CCOc3ccccc3)CC2)cc1	-12.1	-6.1	1	-0.8	4.0	1817	-3.5	3.1	1.1	5.7
O=C(Nc1ccccc1C(=O)N1CCOCC1)c1cccc(S(=O)(=O)N2CCCC2)c1	-10.3	-1.8	0.9	-1.2	9.2	1649	-2.3	2.4	1	-3.0
O=C(NCCn1ccc2ccccc21)C1CCCCC1	-14.4	-5.1	0.9	5.8	12.3	1566	-8.2	-0.3	1.1	2.8
CN(C)/C=C(\C=N\OCc1ccc(Cl)cc1Cl)C(=O)Nc1ccc(Cl)c(Cl)c1	-0.8	-3.8	0.8	-3.3	16.6	1545	-2.0	5.2	1	12.5
CCOc1cc(/C=N/NC(=O)C(=O)NCc2cccnc2)ccc1O	-7.4	-5.1	1	0.5	-0.3	1670	-1.8	1.4	1.1	3.7
CCOc1ccc(CCNC(=O)CSc2cc(=O)n(CC)c3ccccc23)cc1OCC	-14.5	-1.2	1	20.5*	4.6	2084*	-1.6	30.7*	1	14.9
CC(=O)c1sc(NC(=O)c2cc3c(C)nn(-c4ccccc4)c3s2)nc1C	-0.7	-0.4	1	5.8	3.3	1643	-0.9	8.0	1	1.9
CCOC(=O)c1c(NC(=O)C2c3ccccc3Oc3ccccc32)sc(C(=O)N(CC)CC)c1C	-8.2	-5.8	1	-1.0	3.3	1552	-5.1	4.8	1.1	5.3
COc1ccc(NC(=S)N(Cc2cccnc2)Cc2cc3cc(OC)c(OC)cc3[nH]c2=O)cc1	-5.8	-3.9	1.1	10.0	-8.2	1603	6.4	-10.1	1	3.6
O=C(Nc1cccc(S(=O)(=O)NCc2ccco2)c1)c1cc(-c2ccc(F)cc2)nc2ccccc12	1.8	-1.5	0.9	3.3	5.9	1451	-0.2	-11.2	1	3.4
c1ccc(-c2cc(-c3nc4ccccc4[nH]3)c3ccccc3n2)cc1	-7.1	-2.2	1	6.3	-1.1	1727	4.2	4.2	1	-1.6
Cc1ccccc1NC(=O)Cn1cnc2c(oc3nc4c(cc32)COC(C)(C)C4)c1=O	-11.9	3.1	1	4.5	-3.7	1511	-2.1	-2.9	1	6.5
S=C(NC1CCCC1)NC1CCCC1	-3.6	-2.1	0.9	2.1	12.7	1414	-2.0	1.3	1	4.7
Nc1c(C(=O)NCc2ccccc2)sc2nc(N3CCOCC3)c3c(c12)CCCC3	-7.3	-4.6	1.1	10.0	-7.3	1640	-0.9	2.4	1	9.7
CC(C)C(=O)Nc1ccc([N+](=O)[O-])cc1Br	-9.0	-3.4	0.3	-2.0	/	1606	-5.1	3.3	1	7.0
Cc1cc(C)nc(N2CCC(C(=O)NCc3ccccc3)CC2)n1	-3.2	0.9	0.9	0.1	10.2	1603	-4.8	17.3	1	5.8
Cc1ccc(CNC(=O)C(=O)NCC(c2ccco2)N2CCOCC2)cc1 (stereo not drawn)	-6.9	-4.0	1	-2.1	4.8	1595	-0.4	1.0	1	-3.3
O=C(c1cccs1)c1ccc(-c2cccs2)s1	-2.7	-1.9	0.9	7.7	6.2	1590	0.5	5.1	1	9.7

Continued, overlapping the part above by 3 compounds.
SMILES	TNAP inh no acc	TNAP inh hiacc	bIAP act	PPARg SRC1 recr	bIAP inh	TR-FRET SRC-2 ct	Efa HMGR inh	PPARg SRC2 recr	TNAP act hiacc	PPARg SRC-3 ag
Cc1cc(C)nc(N2CCC(C(=O)NCc3ccccc3)CC2)n1	-3.2	0.9	0.9	0.1	10.2	1603	-4.8	17.3	1	5.8
Cc1ccc(CNC(=O)C(=O)NCC(c2ccco2)N2CCOCC2)cc1 (stereo not drawn)	-6.9	-4.0	1	-2.1	4.8	1595	-0.4	1.0	1	-3.3
O=C(c1cccs1)c1ccc(-c2cccs2)s1	-2.7	-1.9	0.9	7.7	6.2	1590	0.5	5.1	1	9.7
O=C(N/N=C/c1cc([N+](=O)[O-])ccc1O)c1cc(-c2ccccc2)nc2ccccc12	-12.5	12.3	0.9	6.9	5.8	1753	-1.2	0.4	0.9	3.1
CCN1CCSc2ccc(C(=O)Nc3ccc(NC(C)=O)cc3)cc21	-59.0	-6.7	1	1.9	-3.3	1647	0.5	4.7	1.1	2.6
COc1ccc(/C=N/NC(=O)c2ccc(CN3c4cccc5cccc(c45)S3(=O)=O)cc2)cc1	-2.2	1.4	0.9	-6.2	10.9	1311	-7.8	-0.9	1	-2.3
CN(C)CC1CCCCC1OC(=O)c1ccc(Br)cc1 (stereo not drawn)	-0.5	4.8	1	3.1	-3.4	1635	-0.3	2.7	1	5.1
N#Cc1cccc(NC(=O)CCn2ccnc2)c1	-16.8	-6.9	0.9	0.0	11.7	1606	0.3	4.6	1.1	-9.1
CCOC(=O)c1oc2cc(O)ccc2c(=O)c1-c1csc(C)n1	-14.1	0.6	0.9	8.1	6.5	1418	-2.9	-0.6	1	-4.6
Cn1ccnc1SCC(=O)c1ccc([N+](=O)[O-])cc1	-1.0	-2.2	1	5.1	0.5	1457	2.5	0.4	1	4.0
CCOC(=O)c1cc(NCc2cccs2)ccc1N1CCOCC1	-9.2	-6.2	1.1	7.5	-6.4	1622	-3.8	3.5	1.1	3.8
CC(CCn1cccn1)NC(=O)CCc1nnc(CCc2ccccc2)o1 (stereo not drawn)	-4.9	0.6	1.2	-3.7	-22.9	1423	-1.7	-8.7	1	-1.1
Cc1cccc(NS(=O)(=O)c2ccc(C3CCCCC3)cc2)c1	-4.5	0.2	0.6	5.9	43.2	1481	-2.0	0.8	1	-5.3
CC(CNC(=O)C(C)C)NC(=O)C(C)C (stereo not drawn)	-6.8	-9.0	1	0.3	4.9	1332	-5.4	-5.0	1.1	-5.4
CCOC(=O)CCc1c(C)c2ccc(OCc3cc([N+](=O)[O-])ccc3OC)c(C)c2oc1=O	-13.6	-0.4	1	-2.0	2.6	1668	-0.5	2.1	1	2.3
CCCC(C)NC(=O)COc1ccc(S(=O)(=O)N2CCCC2)cc1 (stereo not drawn)	-5.8	-4.0	1	5.1	2.5	1631	-2.7	3.6	1	-3.0
CC(Oc1ccc(Cl)cc1)C(=O)Nc1sccc1C(N)=O (stereo not drawn)	-13.4	-2.9	0.9	7.1	12.3	1590	1.1	7.4	1	-0.8
Cc1n[nH]c(C)c1S(=O)(=O)N(CC(=O)NC1CCCC1)c1ccc(C(C)C)cc1	17.5	-5.3	1.4	3.4	-38.5	1507	-9.7	6.7	1.1	9.1

PPARg SRC1 recr: what is marked active above.
canonical_smiles | TNAP inh no acc | TNAP inh hiacc | bIAP act | PPARg SRC1 recr | bIAP inh | Efa HMGR inh | PPARg SRC2 recr | TNAP act hiacc | PPARg SRC-3 ag
CCOc1ccc(CCNC(=O)CSc2cc(=O)n(CC)c3ccccc23)cc1OCC | -14.5 | -1.2 | 1 | 20.5* | 4.6 | -1.6 | 30.7* | 1 | 14.9

More records:
SMILES	TNAP inh no acc	TNAP inh hiacc	bIAP act	PPARg SRC1 recr	bIAP inh	TR-FRET SRC-2 ct	Efa HMGR inh	PPARg SRC2 recr	TNAP act hiacc	PPARg SRC-3 ag
CNC(=S)NC1CC2CCC(C1)N2Cc1ccccc1 (stereo not drawn)	-2.5	2.1	0.9	0.1	10.5	1572	0.9	4.1	1	-8.2
CCCCCn1c(=O)[nH]c2cc(C(=O)NCCN(CC)CC)ccc2c1=O	1.5	-4.3	1	0.0	0.2	1612	-5.8	4.5	1	-0.3
O=C(COCC(=O)Nc1cccc(C(F)(F)F)c1)Nc1cccc(C(F)(F)F)c1	9.9	-12.2	0.8	5.2	19.2	1478	-4.2	8.1	1.1	10.7
O=C1Nc2ccccc2C(O)(C(=O)NCc2ccco2)N1c1ccc(Cl)cc1 (stereo not drawn)	-10.2	-4.4	0.9	0.5	10.8	1430	0.2	3.3	1	-0.6
CCOC(=O)c1ccc(NC2c3ccccc3C(=O)N2c2ccccn2)cc1 (stereo not drawn)	-2.6	1.8	1	4.8	4.7	1840	-2.9	9.1	1	2.2
COc1ccc(N2CCN(CCNC(=O)C3CCN(S(=O)(=O)c4cccs4)CC3)CC2)cc1	-11.9	-4.4	1	7.2	0.2	1487	-3.8	-3.4	1	-3.6
O=C(O)CCC(=O)Nc1cccc(C(=O)Nc2cccc(Cl)c2)c1	-9.4	-3.7	1	-1.0	-3.1	1695	-6.0	4.9	1	7.8
O=C(c1ccco1)N1CCN(C(=O)c2cc(-c3ccccn3)nc3ccc(Cl)cc23)CC1	-2.5	-0.2	1	-0.2	0.0	1702	-1.9	9.5	1	12.3
Cc1ccc(S(=O)(=O)c2c(N)n(NC(=O)C3CC3)c3nc4ccccc4nc23)cc1	-14.4	-4.8	0.9	1.6	8.2	1533	-4.7	-0.1	1	-2.6
Cc1ccc2c(CC(=O)Nc3ccc(N4CCN(C)CC4)cc3C)coc2c1	3.5	-3.4	1	5.1	2.4	1649	-2.5	6.4	1	1.7
O=C(NC(=S)Nc1cccc([N+](=O)[O-])c1)c1ccco1	-4.0	1.6	1	0.1	1.6	1535	-1.7	9.1	1	3.3
COc1ccc([N+](=O)[O-])cc1NC(=O)CCC(=O)c1cccs1	-7.8	-3.0	1.3	1.7	-25.3	1513	-1.2	-0.1	1	0.6
CSCCC(NC(=O)c1ccccc1)C(=O)OCC(=O)c1ccc[nH]1 (stereo not drawn)	-1.2	0.5	1	1.6	1.7	1507	0.3	0.0	1	0.5

Screening results (PubChem BioAssay)
